Screening results (PubChem)
ST2 inh = IL1RL1 inhibition | Q01638 | AlphaLISA ST2-Fc/biotin-IL-33 interaction, 1 h | inhibition, % for hits at 17 µM | actives 2.3% (n = 78,000) | AID 1259354; in the data active = inhibition above about 30%; inconclusive = mostly about 10% to 28%
Target sequence (Q01638 whole entry, looked up): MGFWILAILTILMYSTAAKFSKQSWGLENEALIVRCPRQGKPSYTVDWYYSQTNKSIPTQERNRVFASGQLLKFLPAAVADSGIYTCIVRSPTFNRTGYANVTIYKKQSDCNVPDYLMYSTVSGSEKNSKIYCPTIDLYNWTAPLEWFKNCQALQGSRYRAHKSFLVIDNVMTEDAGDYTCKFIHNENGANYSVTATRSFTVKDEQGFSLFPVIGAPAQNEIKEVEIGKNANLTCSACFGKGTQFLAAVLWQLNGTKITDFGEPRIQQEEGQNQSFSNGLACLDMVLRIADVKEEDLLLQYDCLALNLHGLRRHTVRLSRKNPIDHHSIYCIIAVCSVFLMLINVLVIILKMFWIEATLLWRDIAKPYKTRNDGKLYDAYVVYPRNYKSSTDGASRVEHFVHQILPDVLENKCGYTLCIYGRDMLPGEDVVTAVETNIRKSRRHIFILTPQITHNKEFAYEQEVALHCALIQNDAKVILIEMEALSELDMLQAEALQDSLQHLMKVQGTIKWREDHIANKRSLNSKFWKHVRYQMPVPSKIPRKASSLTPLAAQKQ
* hit, by the source's call; i = inactive; ? = inconclusive. This is a subset. The share of hits here may be higher or lower than overall.

Structure	ST2 inh
COc1ccc(F)c(-c2ncccc2C(=O)N2C[C@H]3CC[C@@H]2C3)c1	i
COc1cc(C(=O)Nc2cccc(C(F)(F)F)c2)cc(OC)c1OC	i
O=C(CSc1ccc2nnc(-c3cccnc3)n2n1)NCC1(N2CCOCC2)CCCCCC1	i
COc1ccc(N2C(=O)CC(Nc3ccc(OC(F)(F)F)cc3)C2=O)cc1 (stereo unspecified)	?
CCCc1c(C)c(C#N)c2[nH]c3ccccc3n2c1=O	?
O=C(CN1C(=O)/C(=C/c2ccccc2F)Sc2ccccc21)N1CCCC1	33%*
COc1ccc(-c2nnc3c4ccccc4c(Cl)nn23)cc1	?
CCOc1ccc(NC(=O)CSc2nnc(Cc3cc(=O)[nH]c(=O)[nH]3)n2-c2ccccc2)cc1	i
Cc1ccn(-c2cc(O)c(-n3ccc(C)n3)cc2O)n1	i
O=C(Nc1ccccc1)Nc1cccc2cccnc12	?
Cc1ccc(CSC2=NCCN2C(=O)c2cccc(C)c2)cc1	i
O=C(Nc1ccc(Cl)cc1)c1cc2ccccc2oc1=O	i
CCCCOc1ccc(NC(=O)CC2SC(N)=NC2=O)cc1 (stereo unspecified)	i
Cc1cc(NC(=O)CN2CCN(C(=O)c3ccco3)CC2)c2ccccc2n1	?
NCCNc1ccc([N+](=O)[O-])cc1	i
Cc1cc(Cl)c(OCCCN2CCCC2)c(Br)c1	i
CCSC1=N/C(=C\c2ccc(N(CC)CC)cc2OC)C(=O)S1	65%*
c1ccc(-c2nc(NC3CCCCC3)c3ccccc3n2)cc1	i
O=[N+]([O-])c1cc(N=Cc2nc(-c3ccccc3F)oc2O)ccc1Cl	i
COc1ccc(C=Nc2ccc(O)cc2)c(OC)c1	32%*
O=C(C1CCCC1)N1CCN=C1SCc1cccnc1	i
COc1ccc(N(CC(=O)NCc2cccnc2)S(=O)(=O)c2ccc(C)c([N+](=O)[O-])c2)cc1	i
Nc1ncnc2nc(Sc3ncnc4ccccc34)[nH]c12	i
COc1ccc(C2N=C(N)N=C(N)N2c2ccccc2OC)cc1 (stereo unspecified)	?
Cc1ccc(C2Nc3ccccc3C(=O)N2c2ccc(N(C)C)cc2)cc1 (stereo unspecified)	i
O=C(C1=Cc2ccccc2OC=C1)N1C[C@H]2CC=CC[C@H]2C1	?
CCC(=O)N(Cc1ccc(OC)cc1)Cc1cccc(C)c1	?
Cc1nc2ncccc2cc1C(=O)NC(CC(C)C)c1nnc2n1CCNCC2 (stereo unspecified)	i
O=C(C1CC1)N1CCc2cc(S(=O)(=O)NCc3cccnc3)ccc21	i
CN(C)Cc1cncc(Oc2cc(F)c(CN3CCCC3)c(Cl)c2)n1	i
COc1ccccc1Cc1noc(-c2ccc([N+](=O)[O-])cc2)n1	47%*
Cc1ccccc1N=Cc1ccc(Br)c([N+](=O)[O-])c1	?

For convenience, 2 of the compounds above:
Structure	ST2 inh
COc1ccccc1Cc1noc(-c2ccc([N+](=O)[O-])cc2)n1	47%*
Cc1ccccc1N=Cc1ccc(Br)c([N+](=O)[O-])c1	?

(cont.)
Structure	ST2 inh
COC(=O)C1=C(N)OC2=C(C(=O)CC(c3ccccc3)C2)C1c1cccc(OC)c1OC (stereo unspecified)	i
Cc1cccc2c(-c3cc(NCCO)ncn3)c[nH]c12	?
Cc1cc(C)nc(NC2=NCC(=O)N2c2ccccc2Br)n1	i
CCc1c(C)nn(C)c1NC(=O)c1cccc(CN2CCCC(C(N)=O)C2)c1 (stereo unspecified)	i
CC(C)c1noc(CN2CCCC3(C2)C(=O)Nc2ccccc23)n1 (stereo unspecified)	i
NS(=O)(=O)c1cccc(NC(=O)c2ccccc2I)c1	i
Cc1ccccc1NC1=CC(=O)CC(c2ccccc2)C1 (stereo unspecified)	i
Cc1ccc(C(C)NC(=O)CN2C[C@H]3C[C@H](O)[C@@H](O)C[C@H]3C2)cc1 (stereo partly specified)	?
O=C(CSc1nnc(-c2cccc(F)c2)n1-c1ccccc1)NC1CCCCC1	i
O=C(Nc1ccc(-c2nc3ccccc3s2)c(O)c1)c1cc(=O)c2ccccc2o1	i
C=CCNS(=O)(=O)c1ccc([N+](=O)[O-])cc1	i
O=C(O)c1ccccc1-c1ccccc1C(=O)Nc1nc2ccccc2s1	?
CCCc1c(OCCCOc2ccc(OCC(=O)O)cc2)ccc(C(C)=O)c1O	?
Cc1cccc(-n2c(O)cnc2Nc2nc(C)cc(C)n2)c1	i
CC1=C(C(=O)O)N2C(=O)[C@@H](NC(=O)C(N)C3=CCC=CC3)[C@H]2SC1 (stereo partly specified)	i
Cc1ccc(C2CC(c3ccccc3)Nc3nc(N)nn32)cc1 (stereo unspecified)	i
COc1cc(OC)c(NC(=O)CN2CCN(Cc3ccccc3F)S2(=O)=O)cc1Cl	i
COc1ccc(C(NC(=O)Cc2ccccc2)NC(=O)Cc2ccccc2)cc1OC	?
CCOc1ccc(C(=O)N2C[C@@H](N)C[C@H]2C(=O)NC)cc1OCC	i
O=C(CN1C(=O)CC(c2ccccc2)=Nc2ccccc21)Nc1cccc(Cl)c1	i
Cc1cc(CSc2ccccc2)ccc1NC(=O)C(C)N(c1ccccc1)S(C)(=O)=O (stereo unspecified)	i
CN1CCC2(CC1)CN(C(=O)c1nc3ccccc3[nH]1)CCN2C	i
CC(C)C(NS(=O)(=O)c1cccs1)C(=O)NC1CCCCCC1 (stereo unspecified)	i
Cc1ccc(-n2c(=O)c3sccc3n(CC(=O)N3CCCC3)c2=O)cc1F	?
CCOC(=O)c1ccc(-c2coc3cc(O)c(CC)cc3c2=O)o1	i
COc1ccc(OC)c(N2C(=O)C3[C@H](C2=O)C2c4ccccc4C3(C(=O)O)c3ccccc32)c1 (stereo partly specified)	i
O=C(CSc1cccc2cccnc12)N1CCCCC1	i
O=C1C2C3c4ccccc4C([N+](=O)[O-])(c4ccccc43)C2C(=O)N1n1cnnc1 (stereo unspecified)	i
CCN(CC)C(=O)C1CCCN(Cc2cccc([N+](=O)[O-])c2)C1 (stereo unspecified)	i
Cc1ccc(C)c(N2C(=O)C3C(C2=O)[C@H]2C=C[C@@H]3CC2)c1 (stereo partly specified)	i
Cn1nc(-c2ccc(Cl)cc2)c2cc(C(=O)N3CCN(c4ccccn4)CC3)sc21	i
CCc1ccccc1NC(=O)CCN1CCN(S(=O)(=O)N2CCCC2)CC1	?
Cc1ccc(F)cc1N1C(=O)C(N2C(=O)c3cccc([N+](=O)[O-])c3C2=O)C1c1cccs1 (stereo unspecified)	?
O=S(=O)(Cc1ccc(Cl)cc1)c1c[nH]c2ccccc12	i
CCN(CC)CCNC(=O)c1cnc(N2CCN(c3ccccc3OC)CC2)c2ccccc12	i
Cc1cccc(OCC(O)Cn2cnc3cc(C)c(C)cc32)c1 (stereo unspecified)	i
CCc1c(C)c(C#N)c2nc3ccccc3n2c1-n1ccnc1	?
CCCn1cnc2c1CN(C(=O)c1ccc(OC)cc1)[C@H](C(=O)OC)C2	i
CCCSc1nnc2c(n1)OC(c1cccn1C)N(C(C)=O)c1ccccc1-2 (stereo unspecified)	i
CC(Sc1nc2c([nH]c3ccccc32)c(=O)n1C)c1ccccc1 (stereo unspecified)	?
COc1ccccc1CCc1nc(CC2CCN(C)CC2)no1	i
CC1(C)C[C@H](NC2CCOCC2)[C@@]2(CCC(=O)N3CCOCC3)CC[C@](C)(O)C[C@@H]12	i
O=C(O)c1ccc2c(c1)C(=O)N(c1cccc(Cl)c1)C2=O	i
Oc1cnn(-c2ccccc2)c1	i
CCc1c(C#N)c(SCC(=O)c2cc3ccccc3oc2=O)nc2c1CCC2	i
Cc1cc(Nc2cccc([N+](=O)[O-])c2)nc(-c2ccccc2O)n1	?
C=C1CC23CCC4[C@@](C)(CCC[C@@]4(C)C(=O)O)C2CCC1C3 (stereo partly specified)	i
COc1cccc(C2C3CC(C(C)(C)C)CC=C3C(C#N)=C(N)C2(C#N)C#N)c1O (stereo unspecified)	i
Cc1nc(SCC(=O)N2CCCC2)c2c(=O)n(C)c(=O)n(C)c2n1	i
CSc1cccc(NS(=O)(=O)c2cc(Br)cc3c2N(C(=O)C2CC2)CC3)c1	i
COc1ccc(-c2nc3ccccc3c(=O)o2)cc1[N+](=O)[O-]	?
Nc1ccc(Nc2ccc([N+](=O)[O-])cc2S(=O)(=O)O)cc1	?
CCOc1ccc2sc(C=NCc3ccco3)c(O)c2c1	31%*
CC1CN(C(=O)c2ccccc2Cl)CCN1C(=O)c1ccccc1Cl (stereo unspecified)	i
CN1C[C@@H](NC(=O)CCC(=O)O)C[C@H]1c1nc(-c2ccccc2)no1	i
CN(C)Cc1nnc(C(=O)N2CCC(CCCc3ccccc3)CC2)o1	i

More structures follow.
Structure	ST2 inh
Cc1ccc(S(=O)(=O)N(CC(O)CN2C(=O)NC(C)(C)C2=O)c2ccccc2[N+](=O)[O-])cc1 (stereo unspecified)	i
Cc1ccccc1Cn1cc(C(=O)Nc2cccc(F)c2)ccc1=O	i
O=C(Nc1ccc([C@@H](O)[C@H]2COCC(=O)N2Cc2ccc(C(F)(F)F)cc2)cc1)c1ccc(F)cc1	i
O=C(COc1ccc2ccccc2c1)N1CCN=C1SCc1cccnc1	i
COc1ccc2c(c1)CN(c1ccc(C(=O)O)cc1)CO2	i
CNC(=O)[C@@H]1C[C@@H](N)CN1Cc1ccc(Oc2ccccc2)nc1	i
CC(C)c1ccc(C(=O)Nc2cccc(NC(=O)c3cccs3)c2)cc1	?
Cc1cc(Cn2cnc(-c3ccccc3)c2-c2cccn2-c2ncccn2)n[nH]1	i
CCCCC[C@H](CC(=O)NO)C(=O)N[C@H](C(=O)N1CCC[C@H]1CO)C(C)C	i
CCN(CC)c1ccc(NS(=O)(=O)c2ccc(OC)cc2)cc1	35%*
Cc1ccc(S(=O)(=O)NC(Cc2ccccc2)C(=O)O)cc1 (stereo unspecified)	i
O=C(NCCc1ccccc1Cl)c1ccc2nc3ccccc3c(=O)n2c1	i
Cc1ccc(NC(=O)N2CCN(C)CC2)cc1	i
O=[N+]([O-])c1ccc(O)c(C2N(Cc3ccccc3)CCCN2Cc2ccccc2)c1	i
c1ccc(OCc2noc(CN3CCCCC3c3cccnc3)n2)cc1 (stereo unspecified)	i
O=C(O)CC1COCCN1C(=O)CC(=O)Nc1ccc(F)c(Cl)c1 (stereo unspecified)	i
COc1cc(C)ccc1C(=O)NCC(C)(C)OC	?
CNC(=O)c1c[nH]c2ccc(S(=O)(=O)Nc3cccc(C(F)(F)F)c3)cc2c1=O	i
CSc1nsc(SC)c1NC(=O)Nc1ccc(Br)cc1	i
CC1=CC(=O)C(C(C)C)=CC1=NS(=O)(=O)c1ccc([N+](=O)[O-])cc1	?
NC(=O)c1csc(N2CCC(CO)(Cc3ccccc3)CC2)n1	?
CCOc1ccccc1C1CC(c2ccccc2)Nc2nc(N)nn21 (stereo unspecified)	i
O=C(Nc1nccs1)C(c1ccccc1)c1ccccc1	?
Cc1ccc2nc(NC(=O)CSc3nc4c([nH]c5ccccc54)c(=O)n3C)sc2c1	i

In another format: results already given
CC1=CC(=O)C(C(C)C)=CC1=NS(=O)(=O)c1ccc([N+](=O)[O-])cc1
  ST2 inh: ?
NC(=O)c1csc(N2CCC(CO)(Cc3ccccc3)CC2)n1
  ST2 inh: ?
CCOc1ccccc1C1CC(c2ccccc2)Nc2nc(N)nn21 (stereo unspecified)
  ST2 inh: i
O=C(Nc1nccs1)C(c1ccccc1)c1ccccc1
  ST2 inh: ?

Following part
Structure	ST2 inh
COc1cccc(CN2CCN(Cc3ccc(OC)c(OC)c3OC)CC2)c1OC	i
CCn1c(C2CCCN(S(=O)(=O)C3CC3)C2)nn(CCN(C)C)c1=O (stereo unspecified)	i
Cc1ccc(NC(=O)c2c(NC(=O)CN3CCOCC3)sc3c2CCC3)c(C)c1	i
COCCNC(=O)c1cc2c(-c3ccc(Cl)cc3)nn(C)c2s1	?
CCCOc1ccc(N2CC(C(=O)Nc3ccc(Cl)cc3Cl)CC2=O)cc1 (stereo unspecified)	i
CCCn1c(C23CC4CC(CC(C4)C2)C3)cn2c3c(=O)n(C)c(=O)n(C)c3nc12	i
COc1ccc2nc(SC(=O)c3ccccc3)nc(C)c2c1	43%*
O=C(c1ccc(NS(=O)(=O)c2cccs2)cc1)N1CCCCC1	i
CCOC(=O)c1c(-c2ccccc2)c2cc(OC)ccc2n1CCCN(C)C	i
COc1cc2c(CCNC(C)=O)c[nH]c2cc1O	?
CC1=C[C@@H](CNCCN2CCNC2=O)[C@H](C(C)C)C[C@H]1Cc1nnc(-c2cccnc2)o1	?
CCCCN(C)CCNC(=O)c1cc2cc3ccc(OC)cc3nc2o1	i
O=c1[nH]c2ccc(S(=O)(=O)N3CCN(c4ccccn4)CC3)cc2s1	i
CSc1ccccc1NC(=O)CCCn1nc([N+](=O)[O-])c(Cl)c1C	i
Cc1nc(C(=O)NC(c2ccc(Cl)cc2)c2cccnc2)cs1 (stereo unspecified)	?
O=C(CSc1nnc(Cc2cc(=O)[nH]c(=O)[nH]2)n1-c1ccccc1)Nc1ccccc1F	i
O=C(O)c1ccc2c(Nc3ccc(F)c(Cl)c3)c3c(nc2c1)CCCC3	i
Cc1ncsc1CCCNC1CCC2(CCNCC2)CC1	i
CCN(CC)CCCNC(=O)c1cc(-c2ccc(F)cc2)on1	i
C=CCn1c(SCC(=O)N2CCOCC2)nc2sc(C)c(C)c2c1=O	i
Cc1nn(C(=O)COc2ccc(F)cc2)c(C)c1Sc1ccccc1	i
